S3 lipid droplet: qHTS Assay for Lipid Storage Modulators in Drosophila S3 Cells; Potency in µM for hits, for the others lipid storage change, negative = inhibition, % at the top dose, mostly 46.1 µM; AID 2685; 320,000 tested, 0.64% active; Drosophila S3 cells, BODIPY lipid droplet fluorescence, 18-24 h; cells fed with added oleic acid; active = well fitted inhibition curve with a large enough effect in the signal ratio, with a control signal flat, not every such curve was filed as active; inconclusive = small, poorly fitted or top-dose-only effect, or effect the other way, or a change in a side signal; the % refers to the signal ratio
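Laser-scanning cytometry quantifies lipid droplet accumulation (500–530 nm total intensity; droplet/cell object ratio) in oleic acid-fed (400 uM added) Drosophila S3 cells treated with a concentration series. 20 uM Triacsin C defined 100% inhibition.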
S3 lipid droplet cell count max: recorded beside S3 lipid droplet, whose call it bears; cell number change, %; measured here: cell count max response;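 cells counted by Cell Tracker Red CMTPX staining in the red channel; peak over a dose series mostly up to 46.1 µM; percent activity relative to internal control wells on each plate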
Numbers without * were called inactive; i = inactive; ? = inconclusive; . = no result given. % is scaled to controls: 0 for no effect and ±100 for the full control effect; potency is read from the fitted curve at half-maximal effect. An excerpt. The share of hits here may be higher or lower than overall.

Values run as follows: S3 lipid droplet cell count max	S3 lipid droplet
- CC1CCCN(CC(=O)N2CCCc3ccccc32)C1 (stereo unspecified)
    10	3%
- COc1cc2c(cc1O)[C@@H]1Cc3ccc(OC)c(O)c3CN1CC2
    23	24%
- C=CCN1C(=O)NC(=O)/C(=C\c2ccc(-c3ccccc3[N+](=O)[O-])o2)C1=O
    .	?
- Cc1nc2ccccc2c(=O)n1-c1cc(F)ccc1F
    .	?
- CCOP(=O)(OCC)c1ccc(OP(=O)(c2cccc([N+](=O)[O-])c2)c2cccc([N+](=O)[O-])c2)cc1
    .	?
- Cc1ccsc1C(=O)C1CCCN(Cc2cn(C)nc2C)C1 (stereo unspecified)
    -3	-12%
- Cc1nn(Cc2ccccc2Cl)c(C)c1C(=O)OCC(=O)NC1CCCC(C)C1C (stereo unspecified)
    .	?
- COc1ccc(C(=O)CC2C(=O)N(C)C(=O)N(C)C2=O)cc1
    -11	1%
- Oc1ccc(C[C@H]2NCCc3cc(O)c(O)cc32)cc1O
    .	?
- CC(C)c1ccc(-n2c(O)c(/C=N/NC(=O)c3ccncc3)c(=O)[nH]c2=O)cc1
    .	?
- C1CC2OC2CC1C1CO1 (stereo unspecified)
    .	?
- COC(=O)C1=C(c2ccc(Cl)c(C(F)(F)F)c2)C[C@@H]2CC[C@H]1N2C(=O)NCCOc1ccccc1
    .	?
- O=C1C(=O)c2ccccc2-c2ccccc21
    .	?
- O=C1CC(N2CCC(n3c(=O)[nH]c4ccccc43)CC2)C(=O)N1c1ccc(F)cc1 (stereo unspecified)
    .	-21%
- Cc1cc(OCc2cc(C(=O)O)oc2C)c2c3c(c(=O)oc2c1)CCCC3
    .	?
- COC(=O)C1=C(c2cccc(C#N)c2)C[C@@H]2CC[C@H]1N2C(=O)N1CCCCC1
    .	?
- O=C(O)Cn1cc(/C=C2\C(=O)NC(=O)N(c3ccc(Br)cc3)C2=O)c2ccccc21
    .	?
- CN(C)C(=O)Oc1c(Cl)cc(Cl)c2ccccc12
    .	?
- O=c1c2ccccc2nc(/C=C/c2ccc([N+](=O)[O-])o2)n1-c1ccc(O)cc1
    .	?
- CCOP(=O)(c1c(F)c(F)c(F)c(F)c1F)C1(O)CCCCC1 (stereo unspecified)
    .	?
- CC(=O)[C@@]1(O)CC[C@H]2[C@@H]3CC=C4C[C@@H](O)CC[C@]4(C)[C@H]3CC[C@@]21C
    -9	1%
- O=c1[nH]c(O)c(C=Nc2ccc(Cl)c(C(F)(F)F)c2)c(=O)[nH]1
    .	?
- COc1ccc(OC)c(N2C(=O)NC(=O)/C(=C/c3ccc([N+](=O)[O-])s3)C2=O)c1
    -11	0%
- c1cncc(CNC2=NCCC2)c1
    -1	11%
- Cc1cc(=O)oc2c(C)c(OCC(=O)N3CCC(C(=O)O)(c4ccccc4)CC3)ccc12
    .	?
- CC(NC(=O)Oc1ccccc1)C(c1cccs1)N1CCOCC1 (stereo unspecified)
    -2	2%
- COc1ccccc1CCNC1C2CC3CC(C2)CC1C3 (stereo unspecified)
    .	?
- COc1ccc(OCC#CCN2CCNCC2)cc1
    5	14%
- CN1C(=O)N(C)C(=O)C(CCc2ccncc2)(Cc2ccc3c(c2)OCO3)C1=O
    9	-4%
- O=C(COc1ccc2ccc(=O)oc2c1)N1CCC(C(=O)O)(c2ccccc2)CC1
    -13	4%
- O=[N+]([O-])c1ccc(C2[C@H]3C(c4ccccc4)=NC4(CCCC4)N23)cc1 (stereo partly specified)
    -7	1%
- FC(F)(F)Oc1ccc(C2NCc3ccccc3-n3cccc32)cc1 (stereo unspecified)
    .	?
- CC1(C)CC(N(CCc2ccccc2)Cc2ccccc2)CCO1 (stereo unspecified)
    .	?
- CC(=O)c1ccc2c(c1)OCO2
    -1	1%
- O=c1c2ccccc2nc(-c2ccc(-c3ccccc3)cc2)n1-c1ccncc1
    .	?
- COc1cc2[nH]c(=S)n(-c3ccccc3)c(=O)c2cc1OC
    .	-5%
- CCOP(=O)(Cc1ccccc1)OCC
    .	?
- CCCN1CC[C@@H]2c3cc(O)ccc3CC[C@@H]21
    .	?
- COc1cccc(CCNCc2c(F)cccc2F)c1
    .	?
- COc1cc(CN2C(=O)NC(=O)C3(Cc4cc(C)ccc4N(C)C3)C2=O)cc(OC)c1 (stereo unspecified)
    .	?
- COc1ccc(-n2c(O)c(/C=C3\C=Nc4ccc(Br)cc43)c(=O)[nH]c2=O)cc1
    .	10%
- Cc1ccc(-n2sc3ccccc3c2=O)cc1
    .	?
- c1ccc(NC2=NCCS2)cc1
    .	?
- CCC1(C2=NCCN2)Cc2ccccc2O1 (stereo unspecified)
    .	-18%
- CCc1ccccc1N1C(=O)NC(=O)/C(=C\c2cc(C)n(C)c2C)C1=O
    .	?
- O=C1CC(C(=O)N2CCC3(CC2)OCCO3)CN1CCc1ccccc1 (stereo unspecified)
    13	-12%
- CCC(=O)CC(c1ccccc1)c1c(O)c2ccccc2sc1=O (stereo unspecified)
    .	?
- COC(=O)C(C)NC(=S)N1CC2C[C@@H](C1)Cn1c2cccc1=O (stereo partly specified)
    8	-9%
- CCNC(=O)NC(=O)C(C)OC(=O)c1c(C)nn(Cc2ccccc2Cl)c1Cl (stereo unspecified)
    .	?
- O=c1c2ccccc2nc(-c2ccccc2)n1-c1cccnc1
    -19	-14%
- CCCCCCn1c(O)c(C=NC2CCCCC2N)c(=O)[nH]c1=O (stereo unspecified)
    4	19%
- CCCn1nc2ccccc2c1P(=O)(N1CCOCC1)N1CCOCC1
    10	0%
- CN1CCN(c2ccc(N)cc2)CC1
    .	?
- COc1ccc(C)cc1NC(=O)c1c(C)nn(Cc2ccccc2)c1Cl
    -8	-7%
- Clc1ccc(N2CCN(Cc3ccccc3Cl)CC2)cc1
    .	?
- NP(=O)(Oc1ccc(Cl)cc1)Oc1ccc(Cl)cc1
    4	4%
- CSc1ccc(C(=O)C(C)(C)N2CCOCC2)cc1
    17	i
- O=C(c1ccc2c(c1)N(Cc1ccccc1)CCS2)N1CCC2(CC1)OCCO2
    .	?
- C=CCn1c(O)c(C(C)=O)c(=O)[nH]c1=O (tested in a mixture with another compound)
    .	-10%
- CN(C)C(=O)Oc1ccc([N+](=O)[O-])cc1
    .	4%

One compound at a time, as listed above.
`CN1CCN(c2ccc(N)cc2)CC1` in the list: S3 lipid droplet cell count max: .; S3 lipid droplet: ?
`Cc1ccc(-n2sc3ccccc3c2=O)cc1` in the list: S3 lipid droplet cell count max: .; S3 lipid droplet: ?

New compounds follow.
Values run as follows: S3 lipid droplet cell count max	S3 lipid droplet
- O=C(COc1ccc2ccccc2c1)N1CCN(Cc2ccncc2)CC1
    2	0%
- COc1cccc(-n2c(/C=C/c3ccc(O)c(O)c3)nc3ccccc3c2=O)c1
    .	?
- CC(C)NS(=O)(=O)c1ccc(OCC(=O)N2CCN(Cc3ccccc3)CC2)c(Cl)c1
    .	i
- Cc1nc2ccccc2n1C1CCN(Cc2nnnn2CCc2ccccc2)CC1
    .	?
- O=c1c2ccccc2nc(CN2CCOCC2)n1-c1ccccc1F
    .	?
- CC(Cc1cccs1)NCc1ccccc1 (stereo unspecified)
    .	?
- COc1ccccc1-n1c(-c2ccccc2)nc2ccccc2c1=O
    .	?
- C=CCn1c(O)c(C(CC)=NCCc2ccccc2)c(=O)[nH]c1=O
    .	?
- CCN1c2nc3ccccn3c(=O)c2CC2(C(=O)N(C)C(=O)N(C)C2=O)C1C (stereo unspecified)
    -1	7%
- CCOc1cccc(N2C(=O)/C(=C/c3ccco3)C(=O)NC2=S)c1
    .	?
- CCCCn1c(C)c(C(=O)OCC)c2c(CN3CCOCC3)c(O)ccc21
    .	?
- COC(=O)C1=C(c2ccccc2OCc2ccccc2)C[C@@H]2CC[C@H]1N2C(=O)NCc1cccc(C(F)(F)F)c1
    .	?
- CCC(C)n1c(O)c(C=NC(C)c2ccccc2)c(=O)[nH]c1=S (stereo unspecified)
    4	-7%
- CCC1(OC(=O)CN)C(=O)OCc2c1cc1n(c2=O)Cc2cc3ccccc3nc2-1 (stereo unspecified)
    .	?
- CN(Cc1ccccc1)C(=O)CCNS(=O)(=O)c1ccc2c(c1)oc(=O)n2C
    .	?
- CC(C)Cc1[nH]c(=O)c(C#N)c2c1CCC2
    .	?
- O=C(O)CCn1cc(C=C2C(=O)NC(=S)NC2=O)c(-c2cc3ccccc3oc2=O)n1
    -1	10%
- Cc1ccc(C)c(OCc2cc(C(=O)N3C[C@H]4C[C@@H](C3)c3cccc(=O)n3C4)no2)c1
    -7	5%
- CN1CCN(c2ccc([N+](=O)[O-])c(N3CCCCC3)c2)CC1
    13	-1%
- CCn1c(=O)n(CC(=O)N2CCC3(CC2)OCCO3)c(=O)c2ccccc21
    .	?

Five of the compounds above, comma-delimited:
SMILES,S3 lipid droplet cell count max,S3 lipid droplet
CC(=O)[C@@]1(O)CC[C@H]2[C@@H]3CC=C4C[C@@H](O)CC[C@]4(C)[C@H]3CC[C@@]21C,-9,1%
COC(=O)C(C)NC(=S)N1CC2C[C@@H](C1)Cn1c2cccc1=O (stereo partly specified),8,-9%
COc1ccc(-n2c(O)c(/C=C3\C=Nc4ccc(Br)cc43)c(=O)[nH]c2=O)cc1,.,10%
CC1(C)CC(N(CCc2ccccc2)Cc2ccccc2)CCO1 (stereo unspecified),.,?
O=C1CC(C(=O)N2CCC3(CC2)OCCO3)CN1CCc1ccccc1 (stereo unspecified),13,-12%

Additional records:
Values run as follows: S3 lipid droplet cell count max	S3 lipid droplet
- CCOP(=S)(NN(Cc1ccccc1)C(=O)c1ccccc1)OCC
    -8.1*	6.5µM*
- Cc1cccc(N2C(=O)NC(=O)C3(Cc4cc(C)ccc4N(C)C3)C2=O)c1 (stereo unspecified)
    -8	7%
- COc1cccc(N2C(=O)NC(=O)/C(=C\c3ccc([N+](=O)[O-])s3)C2=O)c1
    .	?
- C[Se]C[C@@H](N)C(=O)O
    -28	-18%
- Cc1cc(/C=C2\C(=O)NC(=O)N(c3ccc(Cl)cc3)C2=O)c(C)n1-c1sc2c(c1C#N)CCCC2
    -20	-14%
- CCNC(=O)O/N=C(\C)c1sc(-c2ccccc2)nc1C
    .	?
- O=c1c2ccccc2nc(/C=C/c2ccc(O)c(O)c2)n1-c1ccccc1
    .	?
- CC1(C)NCCN2C(=O)CSC21 (stereo unspecified)
    .	?
- CN1C(=O)C(=Cc2ccc(OCCN(C)c3ccccn3)cc2)C(=O)N(C)C1=O
    .	?
- CNS(=O)(=O)c1ccc(N=Cc2c(O)n(-c3ccccc3)c(=O)[nH]c2=O)cc1
    -14	-3%
- COc1ccc(CN2CCCC(C(=O)c3cccc(Cl)c3)C2)cc1 (stereo unspecified)
    -5	5%
- CC(C)c1ccc(N2C(=O)NC(=O)/C(=C\C=C\c3ccco3)C2=O)cc1
    .	?
- O=C(CNC(=O)OCc1ccccc1)NCC(=O)Nc1ccc(Br)cc1C(=O)c1ccccc1
    -2	6%
- COc1ccc(S(=O)(=O)NC(CC(=O)N2CCC3(CC2)OCCO3)c2ccco2)cc1 (stereo unspecified)
    .	i
- CC(=O)Cc1ccc(OC(C)C)cc1
    -6	11%
- O=[N+]([O-])c1ccc(N2CCCC2)c(F)c1Br
    .	?
- O=C(c1ccc2c(c1)N(Cc1ccc(F)cc1)CCS2)N1CCC2(CC1)OCCO2
    -3	-17%
- COc1ccc(-[n+]2c(-c3ccccc3)cc(-c3ccccc3)cc2-c2ccccc2)cc1
    .	?
- O=C(Nc1ccccc1)N1CC2CC(C1)c1cccc(=O)n1C2 (stereo unspecified)
    .	?
- COc1ccc2c(c1)c(CCN)c(C)n2Cc1ccccc1
    9	2%
- Cc1ccc(C(=O)NC2CC3CCC(C2)N3)cc1 (stereo unspecified)
    -13	-9%
- N#CC1=C(N)Oc2cc(O)ccc2C1c1ccc2c(c1)OCO2 (stereo unspecified)
    .	?
- CCCCCn1c(N)c(C(=O)NCc2cccs2)c2nc3ccccc3nc21
    .	?
- CSC1=NP(=S)(SC)N2CCCC2=C1C#N (stereo unspecified)
    .	?
- Cc1ccc(-c2cc(-c3ccccc3)cc(-c3ccccc3)[n+]2-c2ccccc2)cc1
    .	?
- CN1CCN(c2ncnc3nc[nH]c23)CC1
    .	?
- C=CCn1c(O)c(C(CC)=NCCN2CCN(C(=S)NC)CC2)c(=O)[nH]c1=O
    0	-11%
- CC(C)n1c(=O)c(C=Nc2cccc([N+](=O)[O-])c2)c(O)n(CCc2ccccc2)c1=O
    .	?
- CCCCC/C(=N\O)c1c[nH]c2ccccc12
    .	?
- Cc1cc(/C=C2\C(=O)NC(=O)N(Cc3ccccc3)C2=O)c(C)n1-c1ccc(Cl)c(C(=O)O)c1
    .	?
- O=C(CCCn1c(=O)[nH]c2cc(Cl)ccc2c1=O)N1CCC2(CC1)OCCO2
    -4	0%
- CCCNC(=O)Cn1cnc2sc(C(=O)N3CCC4(CC3)OCCO4)c(C)c2c1=O
    .	?
- Nc1ccccc1C(=O)OCc1ccc([N+](=O)[O-])cc1
    .	?
- C/C(O)=C(\C#N)C(=O)Nc1cc(Br)ccc1Br
    -8	-1%
- COC(=O)C1=C(c2ccc(F)cc2OCc2ccccc2)C[C@@H]2CC[C@H]1N2C(=O)NCc1cccc(C(F)(F)F)c1
    .	?
- CCOP(=O)(OCC)Oc1cc(C)c(N(C)C)c(C)c1
    15	-3%
- NC(=O)Cn1cc(C(=O)c2ccccc2)c2ccccc21
    22	i

Assay outcomes deposited in PubChem BioAssay by National Center for Advancing Translational Sciences (NCATS).
